# Assay outcomes: PubChem BioAssay, National Center for Advancing Translational Sciences (NCATS)
# D1 PAM = potentiators of human D1 dopamine receptor. P21728. HEK293 TREx D1 cells, calcium flux, dopamine EC20 potentiation. potentiation, % at 10 µM. actives 0.036% (n = 360,000). AID 504651; in the data active = potentiation above about 30%; also: 0% is about no effect
# Target sequence (P21728 whole entry, looked up): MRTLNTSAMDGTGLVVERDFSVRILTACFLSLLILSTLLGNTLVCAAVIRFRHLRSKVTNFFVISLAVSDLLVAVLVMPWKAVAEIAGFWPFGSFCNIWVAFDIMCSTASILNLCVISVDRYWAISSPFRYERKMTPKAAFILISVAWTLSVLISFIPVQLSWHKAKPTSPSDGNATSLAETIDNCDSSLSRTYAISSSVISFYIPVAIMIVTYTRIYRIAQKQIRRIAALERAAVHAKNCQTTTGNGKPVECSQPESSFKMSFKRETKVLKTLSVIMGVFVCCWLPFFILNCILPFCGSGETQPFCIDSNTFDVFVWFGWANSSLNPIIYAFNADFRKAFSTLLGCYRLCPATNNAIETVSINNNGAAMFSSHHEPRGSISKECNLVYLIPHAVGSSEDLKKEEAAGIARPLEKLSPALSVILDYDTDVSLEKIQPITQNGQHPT
# RXFP1 antag = antagonists of human relaxin receptor RXFP1; HEK293-RXFP1, relaxin-stimulated cAMP HTRF, 30 min; hits give low values; AID 1259400; Q9HBX9; actives 0.59% (n = 350,000); activity change, negative = inhibition, % at 57.5 µM;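 active = activity change of -60% or lower, but not beyond a set lower limit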; also: % is scaled to controls: 0 for no effect and ±100 for the full control effect
# D2 potentiator = positively modulates the human D2 dopamine receptor allosterically | P14416 | HEK293 T-REx D2, calcium flux, EC20 dopamine potentiation | potentiation, % at 10 µM | actives 0.34% (n = 340,000);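 active = potentiation over 3 SD above the plate norm, cut at about 30% in these data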; also: 0% is about no effect
# Target sequence (P14416 whole entry, looked up): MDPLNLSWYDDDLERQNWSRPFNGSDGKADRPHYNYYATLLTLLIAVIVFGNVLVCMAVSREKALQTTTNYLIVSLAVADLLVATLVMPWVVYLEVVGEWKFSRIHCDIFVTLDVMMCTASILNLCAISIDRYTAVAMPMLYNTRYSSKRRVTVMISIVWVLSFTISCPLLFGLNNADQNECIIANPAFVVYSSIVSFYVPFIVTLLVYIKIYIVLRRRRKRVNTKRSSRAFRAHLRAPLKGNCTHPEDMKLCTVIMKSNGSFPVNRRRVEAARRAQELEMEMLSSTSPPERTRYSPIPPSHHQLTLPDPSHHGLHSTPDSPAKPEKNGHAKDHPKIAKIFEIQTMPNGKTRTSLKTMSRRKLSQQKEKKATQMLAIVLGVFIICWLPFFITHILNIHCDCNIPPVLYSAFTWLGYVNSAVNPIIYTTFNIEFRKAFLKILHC
#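 Tetracycline-induced HEK293 T-REx cells force-coupled to calcium signalling expressed D2; compounds were pin-added after a 10 s baseline, read kinetically 180 s, then an EC20 dopamine challenge followed with a further 180 s calcium read.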
# RXFP1 agonist = agonists of human relaxin receptor RXFP1; HEK293T-RXFP1 cAMP TR-FRET, 30 min; response scale: percent of porcine relaxin response, buffer zero; Potency, µM (titrated, usually from 57.5 µM), without a hit: at the highest dose activation, usual class: activators; actives 0.3% (n = 370,000); AID 2676; active = well fitted activation curve with a large enough effect; also: potency is read from the fitted curve at half-maximal effect; % is scaled to controls: 0 for no effect and ±100 for the full control effect; nearly all actives have a fitted effect of over 60% in size; many of its hits are not listed in these tables
#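 HEK293T cells stably expressing RXFP1 were pretreated with the PDE4 inhibitor Ro 20174, exposed to compounds for 30 min at 37C, lysed, and cAMP was read by TR-FRET. Data normalized to buffer (basal) and 29 nM porcine relaxin (100%).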
# D1 antagonist = blocks dopamine activation of the human D1 receptor; P21728; HEK293 TREx D1 cells, calcium flux, dopamine EC80; hits give low values; activity change, negative = inhibition, % at 10 µM; actives 3.2% (n = 360,000); in the data active = activity change below about -30%; also: % is scaled to controls: 0 for no effect and ±100 for the full control effect
#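 Compound effects on dopamine-evoked calcium signalling were measured in tetracycline-induced HEK293 Trex D1 cells. Dopamine at EC80 followed a 180 s compound pre-read, and fluorescence was tracked kinetically for 180 s more.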
# D2 agonist = agonists of human D2 dopamine receptor; P14416; HEK293 T-REx D2 cells, calcium flux agonist mode; activation, % at 2 µM; actives 0.53% (n = 340,000);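 active = activation over 3 SD above normal in the single-dose calcium agonist read, cut at about 30% in these data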; also: 0% is about no effect
#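 Agonism is scored from calcium flux in a force-coupled, inducible HEK293 cell line expressing D2, read kinetically for 180 s after compound addition against dopamine controls.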
# TRHR PAM = allosteric enhancers of human TRH receptor | actives 0.66% (n = 360,000) | enhancement, % at 2 µM | TRHR cells, fluo-8 calcium fluorescence, EC20 TRH enhancement | P34981; in the data active = enhancement above about 30%; also: 0% is about no effect
#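 TRHR-expressing cells loaded with fluo-8 calcium dye were read kinetically (ex 480/em 530) during compound addition, then stimulated with an EC20 of TRH (10 nM final). Enhancement of the Gq-mediated intracellular calcium response was scored.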
# D1 ag = agonists of human D1 dopamine receptor. HEK293 T-REx D1 cells, calcium flux, agonist mode. actives 1% (n = 360,000). activation, % at 2 µM. P21728; in the data active = activation above about 30%; also: 0% is about no effect
#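 Tetracycline-induced HEK293 TREx D1 cells, force-coupled to calcium signalling, were dye-loaded with a no-wash calcium kit. Compound was pin-added after a 10 s baseline. Fluorescence was read kinetically at 1 cycle/s for 180 s, with calcium rises flagged as agonism.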
# D2 antag = antagonists of human D2 dopamine receptor | inhibition, % at 10 µM | P14416 | HEK293 TREx D2 cells, calcium flux, dopamine EC80 | actives 2% (n = 340,000); in the data active = inhibition above about 30%; also: 0% is about no effect
#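 Measurement of antagonist activity uses fluorescent calcium dye in inducible HEK293 T-REx D2 cells: 10 s baseline, compound addition with 180 s read, EC80 dopamine addition with a further 180 s read.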
# * marks the source's active call; other numbers are inactive results; x = not tested or not shown; & = joins results of further samples. An excerpt (hit frequency here may not be typical).
SMILES,D1 PAM,RXFP1 antag,D2 potentiator,RXFP1 agonist,D1 antagonist,D2 agonist,TRHR PAM,D1 ag,D2 antag
CCNC(=O)/C(=C\c1ccccc1)NC(=O)/C=C/c1ccccc1,-2,x,-3,1.9%,-9,-0.5,2,2,3
O=C(Nc1ccc2c(c1)OCCO2)c1ccc(CN2CCOCC2)cc1,-3,-2,-7,3.4%,7,0.1,3,2,6
COc1ccc(NC(=O)c2[nH]ncc2[N+](=O)[O-])cc1,0,5,9,3.0%,-13,0.1,18,3,6
CC(=O)Nc1c(O)nc(SCC(=O)Nc2ccc(C(C)=O)cc2)[nH]c1=O,1,-5,-1,3.4%,10,0.5,-2,4,24
COC(=O)c1c(NC(=O)c2cc3nc(-c4ccc(Br)cc4)cc(C(F)(F)F)n3n2)sc2c1CCCC2,-3,-22,-15,-1.4%,8,0.4,-2,1,x
COc1ccc(NC(=O)c2cc(Cl)ccc2Cl)c([N+](=O)[O-])c1,-3,4,-7,1.2%,1,-0.5,-1,2,-1
COc1cccc(NC(=O)CN(C)C(C)C(=O)NC(=O)NC2CCCCC2)c1 (stereo not drawn),x,-5,4,1.6%,-2,-0.3,-7,8,17
CCOCCCNC(=O)C(NC(=O)CNC(=O)c1ccccc1)c1ccc(OC)cc1 (stereo not drawn),-6,-4,1,0.0%,-9,0.1,-8,2,5
N#Cc1ccncc1Sc1ccc(Cl)cc1,0,-3,5,1.3%,-12,-0.6,-2,2,0
CC(CC(=O)Nc1ncc([N+](=O)[O-])s1)c1ccccc1 (stereo not drawn),-3,-12,-2,1.6%,-14,4.8,7,14,2
CCOC(=O)CN(C)C(=O)CCc1nnc(-c2ccsc2)o1,-4,1,27,-0.4%,-6,-0.5,18,3,2
CC1(C(=O)NC2CCCCCCC2)CCC(=O)N1CCN1CCOCC1 (stereo not drawn),2,-5,0,1.8%,-2,0.0,-1,4,6
c1ccc(-c2noc(COc3ccc4c(c3)OCO4)n2)cc1,3,-23,12,0.1%,8,0.2,-8,5,-5
CCn1c(C)nc2cc(C(=O)N3N=C(CCOC)CC3(O)C(F)(F)F)ccc21 (stereo not drawn),-4,-1,1,5.0%,-1,-1.9,0,4,-3
Cc1cc(C(=O)OCC(=O)Nc2ccc(F)cc2[N+](=O)[O-])c2ccccc2n1,0,5,-3,-1.0%,-4,1.2,7,1,12
CC1(CO)COC(c2ccccc2)=N1 (stereo not drawn),-11,14,-10,3.8%,-18,-0.6,2,1,-12
Cc1ccc(C)c(CN2C(=O)c3ccccc3S(=O)(=O)c3ccc(C(=O)NCc4ccccc4)cc32)c1,-5,-16,-16,-3.7%,-4,1.0,-4,4,x
Cc1cccc(C)c1NC(=O)C1(N(Cc2ccco2)C(=O)CC2NC(=O)NC2=O)CCCCC1 (stereo not drawn),-3,8,-1,1.2%,9,0.0,-7,6,26
COc1ccc2cc(S(=O)(=O)n3cnc(C)c3)ccc2c1,12,14,4,-1.4%,3,-0.7,-8,2,0
COc1ccc(CCNC(=O)C(=O)Nc2ccc(C)c(C)c2)cc1,-1,-5,4,-0.2%,-16,0.3,32*,-1,x
Cc1ccc(CN2C(=O)N(c3ccccc3)C(=O)C2CC(=O)Nc2ccccc2)cc1 (stereo not drawn),-2,x,-6,1.7%,3,0.0,1,-1,x
CCOC(=O)c1cc(S(=O)(=O)N2CCN(c3ccc(OC)cc3)CC2)[nH]n1,-2,-18,14,-0.4%,1,x,4,0,x
O=C(CNC(=O)C1COc2ccccc2O1)N/N=C\c1ccc(Cl)cc1 (stereo not drawn),-9,8,11,0.1%,-36*,0.0,6,-1,6
C=CCN1C(=O)/C(=C/c2ccc(O)c(OC)c2)S/C1=N/c1nccs1,7,6,3,5.4%,-3,45*,5,130*,-10
CCn1ncc(-c2cc(C(=O)O)no2)c1C,-1,-1,15,1.9%,15,0.4,1,4,-10
CC(=O)c1ccc(N2CCN(C(=O)c3ccc(-c4ccccc4)cc3)CC2)cc1,-2,-5,1,27%,-21,-0.5,-6,1,-1
CCOC(=O)c1c(NC(=O)c2ccc(S(=O)(=O)N(CCOC)CCOC)cc2)sc2c1CC(C)(C)NC2(C)C,0,-31,-13,-0.7%,7,1.0,5,-2,x
O=C(CN(c1ccccc1)S(=O)(=O)c1ccccc1[N+](=O)[O-])Nc1ccccc1C(=O)N1CCOCC1,-8,-7,-4,-0.3%,0,-0.2,-6,0,0
COC(=O)c1ccc(Cl)c(NC(=O)CN2CCN(C)CC2)c1,-2,-7,3,-0.4%,-3,-0.1,8,1,18
CC(C)CC(=O)NC(=S)NNC(=O)c1cccc([N+](=O)[O-])c1,6,6,-3,4.5%,16,0.8,3,6,-6
Cc1ccc(CSc2cn(CC(=O)N3CCCCC3)c3ccccc23)cc1,-7,-34,-2,-0.9%,-15,-0.5,-4,2,x
CCCC(CCC)C(=O)Nc1cccc(-c2cn3cccnc3n2)c1,-5,-5,-3,7.6%,-4,-1.0,-5,0,x
CC(C)(C)NC(=O)CN(CCN1CCOCC1)C(=O)CNS(=O)(=O)c1ccc(Cl)cc1,x,-17,6,-0.4%,6,0.7,0,6,-9
COc1ccc2[nH]cc(/C=C/C(=O)c3ccccc3)c2c1,0,-28,x,0.4%,-17,x,-2,16,x
Nc1ccn(CC(=O)NCCNc2ccc([N+](=O)[O-])cn2)c(=O)n1,3,x,-11,0.2%,x,-0.5,0,1,-1
O=C(Nc1cc(N2CCOCC2)ncn1)c1ccccc1,0,-11,0,2.9%,4,0.7,13,2,0
O=C(CC1C(=O)NCCN1C(=O)Nc1ccc(Cl)cc1)Nc1ccc(F)cc1 (stereo not drawn),-8,2,-1,-0.7%,-51*,-0.1,-4,2,-12
CCCC1=Nc2cc(C(=O)NCCCOC(C)C)ccc2Sc2ccccc21,1,0,x,4.9%,18,x,-6,3,x
Cc1ccc2oc(-c3cccc(NC(=S)NC(=O)/C=C/c4ccco4)c3)nc2c1,0,-27,1,19%,11,-0.1,-5,4,-12
Cc1cc(C)c2c(=O)[nH]n(C3CC(C)N(C)CC3C)c2n1 (stereo not drawn),4,-8,x,0.4%,5,x,-2,2,x
COc1ccc(C(=O)NCc2cnn(C)c2C)cc1OC1CCN(C(C)C)CC1,-1,-3,0,-1.8%,12,0.3,20,0,2
Cc1cccn2c(=O)c(/C=C(\C#N)C(N)=O)c(Oc3ccccc3)nc12,3,-5,8,9.6%,1,0.1,-4,1,6
CN1CCCN(CC(O)COCc2cccs2)CC1 (stereo not drawn),-1,-9,4,-0.6%,6,0.2,3,3,-4
CC1(C)CC(C(CC(=O)O)c2ccccc2)CCO1 (stereo not drawn),5,-1,-11,2.0%,-5,0.9,3,0,-31
CCc1cccc(C)c1NC(=O)CSc1nc(C)c(C)o1,-2,7,11,0.0%,-6,-0.1,-7,0,-8
CC1=C(C(N)=O)C(c2ccc(C(C)C)cc2)n2nc(SCc3ccccc3F)nc2N1 (stereo not drawn),-1,x,12,1.1%,-10,-0.1,-3,3,x
Cc1nnc(SCC(=O)NNC(=O)c2ccccc2)n1-c1ccccc1,1,7,18,-5.0%,5,0.6,4,2,2
O=C(O)CC1S/C(=N/N=C/c2ccc(-c3ccc(Cl)cc3[N+](=O)[O-])o2)NC1=O (stereo not drawn),-7,-10,-6,0.5%,5,-0.3,0,1,12
CCOc1ccccc1N(C(=O)c1ccccc1Cl)C1=NC(C)(C)CS1,0,3,4,-0.6%,30,-0.6,3,-5,4
Cc1cccc(NC(=O)c2ccccc2NC(=O)C(C)(C)C)n1,-5,10,15,1.3%,10,0.1,-8,2,9
CN(Cc1cn(-c2ccccc2)nc1-c1ccc(F)cc1)C(=O)CCC(=O)O,-1,-9,6,1.0%,-4,0.3,-11,-1,-1
CN(C(=O)CSc1nnc(N)s1)c1c(N)n(Cc2ccccc2)c(=O)[nH]c1=O,1,-12,-6,-0.8%,6,-0.1,-6,-1,3
Cn1c(CCN2CCOCC2)nc2cc(NC(=O)COc3ccc(Cl)cc3)ccc21,7,3,-4,0.1%,2,1.3,-1,3,-6
CN1c2ccsc2/C(=N/Nc2ccc(F)cc2)CS1(=O)=O,1,-31,x,0.4%,3,x,-3,5,x
Cc1nn(C(=O)c2cccc(F)c2)c(C)c1S(=O)(=O)N1CCOCC1,0,x,0,1.0%,2,-0.2,-4,4,x
COc1cc2c(cc1OC)CN(C(=O)CSc1nc(N)c(C#N)cc1C#N)CC2,1,10,-8,6.6%,18,0.8,-5,-2,-10
COCC(=O)N1CCC(Oc2ccc(C(=O)NC3Cc4ccccc4C3)cc2)CC1,-11,4,12,2.3%,-5,0.2,22,1,10
O=[N+]([O-])c1ccc2c(c1)[nH]c(=S)n2-c1ccccc1,7,-12,3,0.5%,6,-3.7,2,1,-6
CC(=O)n1c(Cl)c(NC(=O)CCl)c2ccccc21,7,11,3,0.8%,-3,0.5,5,1,-2
Cc1cc(C)n(C(=O)/C=C/c2cccs2)n1,-2,-6,-6,-3.0%,-10,-0.2,-5,2,-3
COc1ccc(N2CCN(C(=O)CCC(=O)NNc3nc4ccccc4c4nc(C)nn34)CC2)cc1,-5&6,-6&-1,4&9,0.1%&3.0%,-25&2,-0.1,4&-7,2&2,-4
Cc1ccc(N2C(=O)C3CC3C2=O)cc1 (stereo not drawn),1,-15,0,-0.2%,7,0.6,1,4,-12
COc1ccccc1NC(=O)CSc1nnc(CCNC(=O)c2ccc(C)cc2)n1C,-6,-2,-4,0.4%,4,0.6,-7,3,19

# Rewritten as labelled records: entries from further up.
smiles: Cc1cc(C)n(C(=O)/C=C/c2cccs2)n1
  D1 PAM = -2
  RXFP1 antag = -6
  D2 potentiator = -6
  RXFP1 agonist = -3.0%
  D1 antagonist = -10
  D2 agonist = -0.2
  TRHR PAM = -5
  D1 ag = 2
  D2 antag = -3

smiles: COc1ccc(N2CCN(C(=O)CCC(=O)NNc3nc4ccccc4c4nc(C)nn34)CC2)cc1
  D1 PAM = -5&6
  RXFP1 antag = -6&-1
  D2 potentiator = 4&9
  RXFP1 agonist = 0.1%&3.0%
  D1 antagonist = -25&2
  D2 agonist = -0.1
  TRHR PAM = 4&-7
  D1 ag = 2&2
  D2 antag = -4

smiles: Cc1ccc(N2C(=O)C3CC3C2=O)cc1 (stereo not drawn)
  D1 PAM = 1
  RXFP1 antag = -15
  D2 potentiator = 0
  RXFP1 agonist = -0.2%
  D1 antagonist = 7
  D2 agonist = 0.6
  TRHR PAM = 1
  D1 ag = 4
  D2 antag = -12

smiles: COc1ccccc1NC(=O)CSc1nnc(CCNC(=O)c2ccc(C)cc2)n1C
  D1 PAM = -6
  RXFP1 antag = -2
  D2 potentiator = -4
  RXFP1 agonist = 0.4%
  D1 antagonist = 4
  D2 agonist = 0.6
  TRHR PAM = -7
  D1 ag = 3
  D2 antag = 19
